AID2073: inhibitors of Mint1-CaV2.2 protein interaction, biochemical, HTRF (AID 2073). HTRF protein-protein interaction, Mint1-CaV2.2; higher % means a stronger effect. inhibition, % at 20 µM, or IC50 in µM where a hit was titrated. 290,000 tested, 0.19% active; in the data active means inhibition mostly above about 51%, no sharp cut-off; inconclusive means no clear call, values can overlap the other calls; inactive means mostly below about 53%; further: some results filed as inactive read as strong as hits
West Nile antiviral: West Nile virus antiviral activity, cell-based, CPE readout (AID 1621). West Nile virus-infected cells, CPE inhibition; higher % means a stronger effect. 290,000 tested, 0.02% active. CPE inhibition, % at 10 µM, or IC50 in µM where a hit was titrated; in the data active means a potency from the dose series; inconclusive means CPE inhibition mostly from about 3.7% at the one dose, without a potency; inactive means the rest, 99 in 100 with CPE inhibition below about 2.2%; further: strong numbers were not always called active
Siah-1 displacement: blockers of Siah-1 interaction with plectin peptide – biochemical, fluorescence polarization, rhodamine-plectin, uHTS, primary screen (AID 1817); displacement, % at 20 µM, or IC50 in µM where a hit was titrated; Siah-1 / rhodamine-plectin peptide fluorescence polarization; higher % means a stronger effect; 290,000 tested, 0.02% active;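 active means displacement of at least 50% at 20 µM, with a fluorescence ratio check between 0.3 and a set limit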;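 further: plate controls were Siah plus tracer with DMSO for no effect and tracer alone without Siah for full effect; strong numbers were not always called active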
RSV CPE inhibition: RSV antiviral activity via CPE protection, HEp-2 cells, primary 10 µM value included (AID 2391); HEp-2 cells, RSV-induced CPE inhibition; higher % means a stronger effect; CPE inhibition, % at 10 µM, or IC50 in µM where a hit was titrated; 310,000 tested, 0.13% active; in the data active means a potency from the dose series; inconclusive means CPE inhibition mostly from about 23% at the one dose, without a potency; inactive means the rest, 99 in 100 with CPE inhibition below about 21%; further: strong numbers were not always called active
NTR1 agonist: agonists of NTR1, primary screen, imaging, U2OS cells, beta-arrestin-GFP, high content (AID 493036); P30989; NTR1-U2OS beta-arrestin-GFP spot imaging, agonist mode; activation, % at 20 µM; 330,000 tested, 0.17% active;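 active means activation at or above 40% of the spot to cytoplasm intensity ratio, with at least 20 cells analyzed; inconclusive means wells under 20 cells, flagged as cytotoxic or low count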;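 further: 0% = DMSO without peptide and 100% = 100 nM NTR1 peptide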
Target sequence (P30989 whole entry, looked up): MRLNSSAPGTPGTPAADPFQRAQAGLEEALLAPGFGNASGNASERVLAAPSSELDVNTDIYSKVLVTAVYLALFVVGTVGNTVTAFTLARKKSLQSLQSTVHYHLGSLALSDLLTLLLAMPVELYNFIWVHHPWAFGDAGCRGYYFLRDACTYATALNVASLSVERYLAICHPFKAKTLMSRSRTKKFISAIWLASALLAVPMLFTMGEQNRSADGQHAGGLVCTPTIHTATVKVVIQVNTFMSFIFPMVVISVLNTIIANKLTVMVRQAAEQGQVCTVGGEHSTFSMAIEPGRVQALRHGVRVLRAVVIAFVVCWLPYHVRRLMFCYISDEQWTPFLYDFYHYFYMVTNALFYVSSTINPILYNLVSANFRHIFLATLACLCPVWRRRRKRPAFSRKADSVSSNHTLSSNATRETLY
UTI89 phage lysis: protection from phage-mediated lysis, alamar blue read-out – E. coli UTI89, K1F phage, bacterial capsule biogenesis inhibitors (AID 488966); E. coli UTI89 K1F phage lysis, alamar blue, 2 h; higher % means a stronger effect; one-dose inhibition, % at 100 µM; IC50 in µM for titrated hits; 340,000 tested, 0.02% active;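 active means phage lysis inhibition, versus mean bacterial control, above a set limit; inconclusive means no clear call, values can overlap the other calls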;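 further: capsule biogenesis inhibitors block K1F phage lysis so surviving cells raise fluorescence; higher fluorescence means more inhibition of phage lysis; actives were called in the ten point dose series up to 300 µM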
MgcRacGAP inhibition: MgcRacGAP GTPase-activating activity inhibitors, confirmation, biochemical, ADP Hunter fluorescence. 340,000 tested, 0.6% active. one-dose inhibition, % at 30 µM; IC50 in µM for titrated hits. AID 624330. MgcRacGAP-stimulated Rac1 GTP hydrolysis, ADP Hunter fluorescence; higher % means a stronger effect; GST-tagged Rac1 F28L mutant substrate;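 active means first-screen hits whose inhibition reached a set limit at any dose in the follow-up dose series; inconclusive means inhibition above the set first-screen limit but never retested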;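 further: fluorescence reports GDP produced by GAP-driven GTP hydrolysis; strong numbers were not always called active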
Large T inhibition: TAg ATPase/helicase activity blockers – biochemical (AID 1903); SV40 large T antigen ATPase/helicase inhibition assay; higher % means a stronger effect; inhibition, % at 20 µM; hits with a dose series show IC50 in µM; 310,000 tested, 0.39% active; in the data active means a potency from the dose series; inconclusive means inhibition mostly from about 32% at the one dose, without a potency; inactive means the rest, 99 in 100 with inhibition below about 32%; further: strong numbers were not always called active
Dengue-2 NS5 capping: Dengue-2 NS5 methyltransferase inhibitors, primary screen, biochemical, confirmation dose response (AID 588689) | Dengue-2 NS5 methyltransferase capping enzyme assay, biochemical; higher % means a stronger effect | inhibition, % at 25 µM; hits with a dose series show IC50 in µM | 340,000 tested, 0.3% active; in the data active means a potency from the dose series; inconclusive means inhibition above about 29% without an active follow-up result
NTR1 agonist cell count 20 µM: recorded beside NTR1 agonist, whose call it bears; cell count; measured here: cell count, cytotoxicity flag
Dengue-2 NS5 capping pilot replicate: further read-out of Dengue-2 NS5 capping, marked with its call; inhibition, %; measured here: pilot screen replicate inhibition
* marks the source's active call; other numbers are inactive results; ? = inconclusive; . = no result given; [ ] = remark or other dose.

A first look:
SMILES	AID2073	West Nile antiviral	Siah-1 displacement	RSV CPE inhibition	NTR1 agonist	NTR1 agonist cell count 20 µM	UTI89 phage lysis	MgcRacGAP inhibition	Large T inhibition	Dengue-2 NS5 capping	others
CCc1ccc(CNc2ccc3c(c2)ncn3CC)cc1	-3%	-1.0%	1%	8.2%	0.2	80	0.5%	.	24%	5%
CCOC(=O)N1CCN(c2nc3c(C)cccn3c(=O)c2C=O)CC1	-5%	-0.3%	2%	0.6%	1.3	102	0.0%	.	20%	-2%

The whole of this part, from the start:
SMILES	AID2073	West Nile antiviral	Siah-1 displacement	RSV CPE inhibition	NTR1 agonist	NTR1 agonist cell count 20 µM	UTI89 phage lysis	MgcRacGAP inhibition	Large T inhibition	Dengue-2 NS5 capping	others
CCc1ccc(CNc2ccc3c(c2)ncn3CC)cc1	-3%	-1.0%	1%	8.2%	0.2	80	0.5%	.	24%	5%
CCOC(=O)N1CCN(c2nc3c(C)cccn3c(=O)c2C=O)CC1	-5%	-0.3%	2%	0.6%	1.3	102	0.0%	.	20%	-2%
COC(=O)c1ccc2c(=O)n(-c3ccccc3)c(=S)[nH]c2c1	-23%	-1.1%	-2%	-0.8%	0.1	52	0.9%	9%	30%	-5%
CC(C)C(=O)N1CCC(c2nc(-c3ccc(S(=O)(=O)N4CCCC4)cc3)no2)CC1	-10%	-1.0%	-4%	0.8%	0.6	50	3.9%	3%	2%	-3%
CCC(C)n1c(=N)c(C#N)cc2c(=O)n3ccccc3nc21 (stereo not drawn)	6%	-0.1%	12%	0.0%	-0.1	43	0.6%	12%	9%	?
O=C(CSc1nnc(NC(=O)C2CC(=O)N(c3ccc(F)cc3)C2)s1)NC1CCCC1 (stereo not drawn)	-1%	0.9%	2%	4.1%	1.0	44	0.0%	4%	26%	-7%
O=C1OCCC1Sc1nnc(-c2ccc(Br)cc2)o1 (stereo not drawn)	-3%	0.3%	0%	0.4%	5.7	43	1.0%	6%	4%	0%
CCOc1ccc(/C=C2/C(=N)N3OC(C)=CC3=NC2=O)cc1OC	-8%	0.3%	7%	1.0%	0.2	75	0.2%	2%	11%	7%
CCS(=O)(=O)c1cc([N+](=O)[O-])c(Sc2ccccc2N)s1	47%	0.2%	4%	5.0%	0.2	47	0.8%	62%	22%	5%
CCCN1CCN(c2ccc([N+](=O)[O-])cc2C#N)CC1	-4%	-1.0%	2%	-1.1%	-1.0	30	0.3%	7%	5%	-15%
CC1=C(CC/C(C)=N/NC(N)=S)C(C)(C)CCC1	-5%	0.3%	-2%	11%	2.5	57	1.8%	17%	32%	-4%
Cn1c(/C=N/n2cnnc2)nc2ccccc21	22%	1.6%	-2%	0.2%	-0.2	50	2.6%	4%	7%	-6%
O=C1C(=O)N(CCN2CCOCC2)C(c2ccncc2)/C1=C(/O)c1ccc2c(c1)OCO2 (stereo not drawn)	5%	1.0%	-4%	0.6%	0.3	65	-1.1%	5%	-6%	0%
COc1ccc(NC(=S)NCC2CCCO2)c(C)c1 (stereo not drawn)	4%	0.2%	1%	0.8%	0.7	66	1.3%	1%	6%	0%
O=C(/C=C/c1ccccc1)NCCSCc1ccccc1	-5%	-0.7%	-4%	3.7%	-0.7	52	3.8%	7%	1%	-2%
CCCCOc1ccc(/C=C/C(=O)OCC(=O)NC(=O)NCC(C)C)cc1OCC	14%	-0.1%	-4%	2.2%	0.0	47	1.9%	10%	3%	-2%
Cn1ccnc1C(O)c1ccccc1 (stereo not drawn)	9%	0.0%	18%	0.6%	-0.3	61	1.6%	8%	4%	-6%
CC(=O)c1cccc(NC(=O)CN2CCc3cc4c(cc3C2C)OCCCO4)c1 (stereo not drawn)	3%	-0.1%	-3%	18%	1.1	65	0.1%	7%	5%	-7%
CCc1cc(-c2n[nH]c(=S)n2-c2ccccc2C)cs1	5%	.	3%	0.6%	0.2	86	-1.9%	9%	32%	12%
CC(=O)Nc1sc2c(c1C(c1ccccc1Cl)N1CCN(CCO)CC1)CCCC2 (stereo not drawn)	-10%	0.0%	1%	-2.7%	28	49	1.0%	1%	12%	0%
Cc1cccc(C(=O)N[C@H](C(=O)Nc2ccc3c(c2)OCO3)C(C)C)c1	.	.	.	.	2.7	55	-0.8%	4%	.	-10%
O=C(Nc1cccnc1)c1ccc2snnc2c1	-1%	0.1%	2%	0.0%	-1.5	42	0.0%	10%	6%	-1%
O=C(CCN1CCC(c2ccc(Cl)s2)=N1)c1ccc(Cl)s1	-1%	0.1%	20%	1.1%	-0.1	54	.	.	9%	.
CCOC(=O)c1c(-c2cccs2)csc1NC(=O)CN1CCOCC1	11%	0.0%	0%	-0.4%	3.8	41	-0.3%	10%	4%	3%
C=CCn1c(SCCC(=O)O)nc2c1c(=O)n(C)c(=O)n2C	2%	-0.1%	0%	-0.7%	-0.4	45	0.2%	8%	20%	0%
COc1ccc(S(=O)(=O)N2CCOC2CNC(=O)C(=O)NCC(C)C)cc1OC (stereo not drawn)	1%	-0.3%	0%	0.8%	1.4	60	1.5%[50 µM]	9%	25%	2%
O=C(Nn1c(-c2ccncc2)nc2ccccc2c1=O)c1ccccc1Br	3%	-0.4%	4%	-1.5%	0.1	51	-0.5%	2%	3%	-3%
CCN(CC)S(=O)(=O)c1ccc(C(=O)Nc2cc(S(=O)(=O)N3CCOCC3)ccc2O)cc1	.	.	.	.	0.1	45	0.6%[50 µM]	5%	.	-4%
Cn1c(Cn2c(=O)sc3ccccc32)nnc1SCC(=O)N1CCOCC1	12%	0.0%	-1%	1.0%	2.3	50	-2.2%	2%	0%	-1%
COCCN1CCN(c2cc(-c3ccccc3)nc3cc(-c4cccc(F)c4)nn23)CC1	22%	-0.3%	2%	?	18	62	0.2%	7%	5%	-6%
CC(C)Cn1c(SC(C)C(=O)NC2CC2)nnc1-c1ccccc1F (stereo not drawn)	.	.	.	0.6%	-1.3	38	1.3%[50 µM]	-3%	.	-11%
CC(C)C(=O)Nc1c(C(=O)c2ccc(F)cc2)oc2ccccc12	4%	0.5%	1%	1.1%	1.6	76	2.1%	9%	10%	3%
CC1(C)C(C=C(Cl)Cl)C1C(=O)N1CCN(Cc2ccccc2)CC1 (stereo not drawn)	10%	-1.0%	3%	4.2%	0.9	73	0.9%	1%	6%	-6%
CC(=O)Nc1cccc(NC(=O)CSc2nnc(Cc3cccn3C)n2-c2ccc(F)cc2)c1	-12%	-0.2%	-1%	-0.6%	3.2	61	6.3%	-1%	2%	-2%
CCOc1ccc(CCNC(=O)CN2C(=O)NC3(CCCc4ccccc43)C2=O)cc1OCC (stereo not drawn)	.	.	.	-2.0%	-1.1	60	0.9%[50 µM]	2%	13%	-3%
CSc1n[nH]c(NCc2ccc(C)cc2)n1	-8%	0.1%	4%	1.2%	-2.0	85	0.0%	0%	5%	-4%
Cc1onc(-c2ccccc2)c1C(=O)Nc1ccc(-c2nnc3n2CCCCC3)cc1	-1%	-0.1%	2%	2.6%	0.2	66	0.4%	3%	5%	-4%
O=C(NC(c1ccccc1)c1ccccc1)c1ccc(Br)o1	8%	-0.8%	-1%	0.4%	-4.0	69	0.7%	-5%	-10%	-10%
CCOc1ccc(C(C)=O)cc1COc1ccc(-n2cnnn2)cc1	2%	-0.2%	0%	2.2%	2.1	45	-0.1%	13%	10%	-3%
COc1ccccc1N1CCN(C(c2cccs2)C(C)NC(=O)c2cccs2)CC1 (stereo not drawn)	13%	1.6%	-1%	1.1%	-0.5	47	0.5%	-1%	7%	-2%
COC(=O)c1ccc(COC(=O)CNS(=O)(=O)c2ccc(C)cc2)cc1	-1%	0.2%	-2%	0.6%	0.5	54	0.0%	-8%	3%	.
COc1ccc(CCNC(=O)c2oc3ccc(OC)cc3c2C)cc1	10%	-0.1%	2%	2.7%	1.1	41	0.1%	8%	6%	-6%
CCN1CCN(Cc2c(O)ccc3c2O/C(=C\C=C\c2ccccc2OC)C3=O)CC1	40%	-0.3%	7%	-0.2%	0.4	48	2.6%	2%	19%	?
COc1cc(OC)cc(-c2nnc(SCC(=O)N3CCOCC3)o2)c1	25%	0.3%	0%	0.5%	-0.7	56	0.0%	8%	12%	-1%
CCOC(=O)C1(Cc2ccccc2)CCCN(S(=O)(=O)N(C)C)C1 (stereo not drawn)	2%	-0.9%	14%	1.0%	1.5	59	0.1%	-10%	25%	2%	Dengue-2 NS5 capping pilot replicate=-3.3
Cc1cc(C)c(C#N)c(SCC(=O)NC2CC2)n1	-2%	0.6%	-3%	8.3%	0.6	74	0.4%	3%	3%	0%
O=C(OCc1cc(=O)n2c(n1)sc1ccccc12)c1ccc(O)cc1O	60%*	-0.4%	29%	-0.2%	2.2	75	0.1%	9%	9%	-6%
Cc1cccc(-n2ccnc2SCC(=O)N2CCCc3ccccc32)c1C	-5%	-0.8%	-3%	8.8%	1.5	86	-0.4%	2%	-1%	-7%
Cc1ccc(C(=O)NC(Cc2cccc(F)c2)C(=O)O)cc1 (stereo not drawn)	.	.	.	.	0.5	64	0.1%	9%	.	-4%	Dengue-2 NS5 capping pilot replicate=-2.1
Cc1nnc(SCCOC(N)=O)n1C	-5%	0.7%	3%	.	.	.	-1.2%	1%	8%	-5%
CC(=C\c1ccccc1)/C=C1/SC(=O)N(CCCC(=O)Nc2ccc(C(=O)O)cc2)C1=O	20%	0.1%	4%	16%	0.6	24	0.6%	7%	5%	-2%
Cn1ncc(Cl)c1C(=O)N1CCN(c2ccc(F)cc2)CC1	9%	0.2%	-2%	1.2%	-0.9	50	0.1%	8%	19%	-4%
O=C(Nc1nnc(Cc2ccc([N+](=O)[O-])cc2)s1)c1ccc2c(c1)OCO2	22%	0.0%	12%	0.7%	-0.7	71	0.3%	12%	8%	-7%
Cc1nnc(SCC(=O)Nc2ccc3c(c2)OCCO3)n1N	3%	0.0%	0%	2.3%	-1.1	43	1.8%	11%	10%	-3%
CCSc1nnc(NC(=O)c2c(-c3ccccc3Cl)noc2C)s1	1%	0.0%	-3%	-0.1%	-6.7	85	-0.1%	6%	-3%	-13%
COC(=O)c1cc(S(=O)(=O)N2CCN(c3ccccc3OC)CC2)cn1C	2%	-0.3%	28%	2.1%	-0.3	60	2.4%	12%	12%	4%
C=CCN(C)NC(=S)Nc1ccccc1	-9%	0.1%	3%	1.0%	1.6	51	4.2%	7%	8%	-2%
